Screening data deposited in PubChem BioAssay by National Center for Advancing Translational Sciences (NCATS).
ERG-DNA inh = inhibitors of human ERG Ets domain-DNA interaction. hit rate 0.028% among 370,000. AID 624246. Potency, µM (top dose mostly 76.9 µM), for inactives: at the highest dose FP activity, negative = inhibition, most hits filed as inhibitors. P11308. fluorescence polarization, His-ERG Ets domain / labelled DNA; active means well fitted inhibition curve with a large enough effect in the polarisation, with a control signal flat; inconclusive means small, poorly fitted or top-dose-only effect, or effect the other way, or a change in a side signal; inactive means no such curve, though single readings can be large or run the other way; the % refers to the polarisation;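 further: polarization taken with two DNA probes labelled with fluorescein and Texas red; potency means the concentration at half of the fitted maximal effect; % of control where 0% means no effect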
Target sequence (P11308 whole entry, looked up, the tested form may be a part): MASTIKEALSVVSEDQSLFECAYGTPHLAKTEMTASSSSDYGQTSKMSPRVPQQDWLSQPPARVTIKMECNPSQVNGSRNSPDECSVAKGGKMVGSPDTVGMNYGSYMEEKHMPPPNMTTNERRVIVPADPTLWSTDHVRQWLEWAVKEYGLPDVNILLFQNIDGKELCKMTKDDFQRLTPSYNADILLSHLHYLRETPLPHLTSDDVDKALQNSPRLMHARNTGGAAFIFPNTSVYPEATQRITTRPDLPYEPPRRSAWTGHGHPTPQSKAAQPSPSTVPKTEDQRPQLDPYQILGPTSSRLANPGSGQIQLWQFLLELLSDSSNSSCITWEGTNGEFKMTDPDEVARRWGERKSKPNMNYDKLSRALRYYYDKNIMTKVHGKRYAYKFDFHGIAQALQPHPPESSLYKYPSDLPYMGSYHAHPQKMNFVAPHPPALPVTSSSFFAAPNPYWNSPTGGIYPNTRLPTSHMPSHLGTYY
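His-tagged ERG Ets domain (1 uM in the protein solution; 300mM KCl, 50mM Tris-HCl, 1mM EDTA, 1mM DTT, pH 7.5) received compound, then a probe mix of 5 nM fluorescein-DNA and 100nM Texas-615-DNA. Fluorescence polarization was read for both dyes.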
PI4K2A inh = blocks human PI4K2A kinase activity | activity change, negative = inhibition, % at 76.9 µM | purified PI4K2A, ADP-Glo luminescence, 1 h; stronger effect = lower value | hit rate 0.13% among 420,000 | Q9BTU6; in the data active means activity change below about -50%; inconclusive means mostly about -30% to -49%;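 further: -100% = wells without enzyme as full effect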
Target sequence (Q9BTU6 whole entry, looked up): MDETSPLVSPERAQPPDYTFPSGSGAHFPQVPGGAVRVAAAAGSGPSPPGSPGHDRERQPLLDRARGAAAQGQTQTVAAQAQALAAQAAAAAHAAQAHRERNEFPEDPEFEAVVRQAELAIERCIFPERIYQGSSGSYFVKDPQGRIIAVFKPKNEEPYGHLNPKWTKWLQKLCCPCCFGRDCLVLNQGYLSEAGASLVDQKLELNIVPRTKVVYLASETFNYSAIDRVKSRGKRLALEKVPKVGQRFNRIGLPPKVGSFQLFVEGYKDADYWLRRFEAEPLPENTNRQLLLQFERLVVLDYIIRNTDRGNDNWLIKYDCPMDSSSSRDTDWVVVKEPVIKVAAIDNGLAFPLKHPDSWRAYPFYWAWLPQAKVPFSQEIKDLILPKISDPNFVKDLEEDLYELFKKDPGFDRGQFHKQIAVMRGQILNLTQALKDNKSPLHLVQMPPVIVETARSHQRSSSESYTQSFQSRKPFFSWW
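PI4K2A activity was measured by ADP-Glo luminescence: enzyme (4 ug/mL stock) and phosphatidylinositol (1.2 mM stock) in Tris pH 7.5/MgCl2/EGTA/Triton X-100 buffer were reacted with ATP (300 microM stock) for one hour at ambient temperature.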
Pin1 inh = inhibitors of human Pin1; Q13526; Pin1 FP peptide displacement, HiFluor488, 10 min; Potency, µM (doses to about 115 µM), for the others: at the highest dose activity, negative = inhibition, actives largely listed as inhibitors; hit rate 0.009% among 390,000; AID 504891; active means well fitted inhibition curve with a large enough effect in the polarisation, with a control signal flat, not every such curve was filed as active; inconclusive means small, poorly fitted or top-dose-only effect, or effect the other way, or a change in a side signal; inactive means no such curve, though single readings can be large or run the other way; the % refers to the polarisation; further: potency means the concentration at half of the fitted maximal effect; on the % scale 0 is the no-effect control and ±100 the full control effect
BAZ2B block = blocks human BAZ2B; Q9UIF8; AlphaScreen BAZ2B-H3K14Ac peptide displacement; Potency, µM (doses to about 114 µM), for the others: at the highest dose activity change, negative = inhibition, actives largely listed as inhibitors; hit rate 4.4% among 360,000; AID 504333; further: potency means the concentration at half of the fitted maximal effect; on the % scale 0 is the no-effect control and ±100 the full control effect; nearly all actives have a fitted effect of over 60% in size
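Protein-peptide AlphaScreen: BAZ2B 50 nM, b-H3K14Ac 50 nM, 1x PBS pH 7.4 + 0.01% Tween-20. Preincubation 30 min RT; cpd 30 min RT (top 110 uM); beads 20 min RT, light-protected.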
G9a block = inhibitors of human histone lysine methyltransferase G9a. Q96KQ7. G9a H3K9 monomethylation, AlphaScreen, 2 h. Potency, µM (top dose mostly 102 µM), without a hit: top-dose activity, negative = inhibition, hits mostly inhibitors. hit rate 8.8% among 350,000. AID 504332; further: potency means the concentration at half of the fitted maximal effect; on the % scale 0 is the no-effect control and ±100 the full control effect; nearly all actives have a fitted effect of over 75% in size
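Signal arises when biotinylated H3K9 peptide, once monomethylated, bridges streptavidin donor and antibody-captured acceptor beads. Enzyme at 20 nM was preincubated 15 min with test compounds; peptide 500 nM and SAM 20 uM then reacted for 2 h.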
GLS inh = glutaminase GLS (human) inhibition. GLS enzymatic activity, qHTS titration. hit rate 0.21% among 410,000. Potency, µM (series often up to 45.5 µM), inactives show top-dose activity change, negative = inhibition, most hits filed as inhibitors. AID 624170; further: potency means the concentration at half of the fitted maximal effect; on the % scale 0 is the no-effect control and ±100 the full control effect
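Coupled fluorescence readout: glutamate oxidase/HRP/Amplex Red detect glutamate formed by hKGA from L-glutamine (1 mM solution added). Buffer 45 mM KH2PO4 pH 8.2, 0.02% Tween-20; reads at t0 and 30 min RT.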
HP1b binding inh = blocks HP1-beta chromodomain binding to methylated histone tails; P83916; AlphaScreen HP1-beta / biotin-H3K9me3 peptide binding; Potency, µM (series often up to 114 µM), without a hit: at the top dose activity change, negative = inhibition, usual class: inhibitors; hit rate 0.56% among 390,000; further: potency means the concentration at half of the fitted maximal effect; nearly all actives have a fitted effect of over 70% in size; inactives centre near 23
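Compound inhibition of the preformed complex between 50 nM HP1-beta and 50 nM biotinylated H3K9me3 peptide was read by AlphaScreen. Buffer was PBS pH 7.4 with 0.01% Tween-20. Incubations ran 30 min at room temperature, with 10 ug/mL donor/acceptor beads.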
JMJD2A Tudor inh = inhibitors of human JMJD2A Tudor domain | AlphaScreen JMJD2A-Tudor / H3K4me3 peptide binding | Potency, µM (doses to about 114 µM), inactives show top-dose activity change, negative = inhibition, usual class: inhibitors | hit rate 4.4% among 390,000 | O75164; further: potency means the concentration at half of the fitted maximal effect; on the % scale 0 is the no-effect control and ±100 the full control effect; nearly all actives have a fitted effect of over 50% in size
Tb PGK inh = blocks T. brucei phosphoglycerate kinase; P07378; PGK/GAPDH coupled, Kinase-Glo luminescence, 60 min; Potency, µM (titrated, usually from 57.5 µM), for the others: top-dose activity change, negative = inhibition, actives largely listed as inhibitors; hit rate 0.043% among 380,000; AID 602233; further: potency means the concentration at half of the fitted maximal effect; on the % scale 0 is the no-effect control and ±100 the full control effect; nearly all actives have a fitted effect of over 60% in size
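Luminescent ATP detection (Kinase-Glo Plus) follows a 60-minute room-temperature incubation, with wells lacking PGK as controls. Buffer: 100 mM TEA (pH 7.6), 5 mM MgCl2, 0.01% Tween-20. Coupling enzyme GAPDH (100 nM final) supplies unstable 1,3-BPG in-well.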
An asterisk follows results filed as active; i = inactive; u = inconclusive; x = not tested or not shown; [ ] = remark or other dose. Unless noted, the call rests on the fitted dose curve; in most records, active means well fitted curve in the direction sought with a large enough effect; inconclusive means small, poorly fitted or top-dose-only effect, or another doubt; inactive means no such curve, though single readings can be large; an effect the other way counts as inactive or inconclusive. Compounds were not picked by outcome (roughly 11% active in at least one column).

SMILES | JMJD2A Tudor inh | Tb PGK inh | ERG-DNA inh | BAZ2B block | HP1b binding inh | Pin1 inh | PI4K2A inh | G9a block | GLS inh
O/N=C/c1cc(Br)ccc1OCc1ccccc1F | -9% | -1% | -6% | x | 107%[activator] | 1% | 7 | x | 16%
CC1=C(C)CC(C(=O)Nc2nc(C)cs2)C(C(=O)O)C1 (stereo unspecified) | 8% | 1% | -4% | 3% | 38% | -2% | -6 | 2% | 5%
O=C(NCc1ccc(Cl)cc1)c1ccc2ccccc2n1 | 75%[activator] | i | -4% | 65%[activator] | 87%[activator] | 1% | 5 | 39% | 4%
O=C(OCCN=C1NS(=O)(=O)c2ccccc21)c1cccc([N+](=O)[O-])c1 | -14% | 9% | 1% | -3% | -7% | -2% | 1 | 28% | 4%
CC(C)C[C@H](NC(=O)N1c2ccccc2NC(=O)[C@@H]1C(C)C)C(=O)N1CCC[C@@H]1C(=O)O | -12% | 0% | 1% | u | 28% | 5% | -3 | x | -1%
CC(=O)c1ccc(N2CCN(C(=O)c3cccs3)CC2)c(F)c1 | -5% | -6% | -7% | -2% | 30% | -12% | -2 | 31% | 12%
O=C(O)CNC(=O)c1ccc2c(c1)OCCO2 | -12% | 2% | -2% | 4% | 27% | 2% | 0 | -5% | 2%
Cc1ccc(S(=O)(=O)N[C@H](C(=O)N2CCC(C(=O)N[C@@H](CCC(N)=O)C(=O)O)CC2)C(C)C)cc1 | -8% | 4% | 4% | u | 24% | 3% | -1 | x | 5%
O=C(CCC1N=C2c3ccccc3N=C(SCc3ccc(F)cc3)N2C1=O)N1CCN(c2ccccc2)CC1 (stereo unspecified) | -32% | i | 2% | -27% | 15% | u | 1 | u | 0%
Cc1cccc(CC(=O)Nc2cccc(-c3cn4cccnc4n3)c2)c1 | -22% | -1% | 0% | 4% | 26%[57 µM] | 0% | 1 | 0%[59 µM] | -13%
CCOC(=O)Cn1nc(C)c(NC(=O)COc2cccc(Cl)c2)c1C | -17% | i | 15% | -10% | 15% | -5% | -3 | 1% | 0%
COC(=O)N/N=C/c1sc(N2CCCCC2)nc1-c1cccs1 | u | 7% | -8% | u | 16% | 33%[activator] | 10 | 50µM* | -14%
CC(C)(C)C1CCCCC1NC(=O)c1ccncc1 (stereo unspecified) | -11% | -3% | 4% | -15% | 16% | -1% | -8 | 35% | 11%
CCC(=O)N1CCc2cc(Br)cc(S(=O)(=O)CCC(=O)N3CCN(c4cc(C)ccc4C)CC3)c21 | -27% | -28% | 1% | u | -6% | -2% | 4 | u | -4%
CC(=O)N1CC(C)Sc2ccc(S(=O)(=O)NCCc3ccccc3)cc21 (stereo unspecified) | -33% | -3% | -1% | -10% | 1% | -8% | 3 | x | -5%
CSCc1ccc(C(=O)NCC(c2cccs2)N2CCOCC2)cc1 (stereo unspecified) | -20% | 5% | 0% | -2% | 4% | 0% | 3 | u | 2%
COc1cc2c(cc1NC(=O)CN(C)Cc1ccc(OC)c(OC)c1)oc1ccccc12 | -28% | -1% | 5% | -8% | 23% | 7% | -1 | u | 6%
CN(C)c1ccc(/C=C2/C=C(c3ccc4c(c3)CCCC4)OC2=O)cc1 | 2.5µM* | 5% | 1% | u | u | 19% | 1 | -17%[59 µM] | 7%
CCCNC(=O)C(Sc1ccccc1)c1ccccc1 (stereo unspecified) | -3% | 6% | -2% | -4% | 37% | -3% | 1 | -7%[59 µM] | 2%
O=C(Cc1ccc(Cl)cc1)SCc1ccccc1 | 229%[activator] | i | -12% | 278%[activator] | 246%[activator] | 2% | 8 | 1%[0.501 µM] | -10%
O=C(CN1C(=O)S/C(=C\c2cccc(Cl)c2)C1=O)NC1C=CS(=O)(=O)C1 (stereo unspecified) | 0% | 0% | 8% | -5% | 39%[activator] | -3% | -1 | 1% | 1%
CC(=O)Nc1cccc(OCc2c(F)cccc2Cl)c1 | -8% | -5% | 3% | 4% | 5% | 1% | 4 | 7% | 0%
CC(C)C(NC(=O)c1ccccc1)C(=O)OCC(=O)N1CCCC1 (stereo unspecified) | -9% | i | 1% | 5% | 43%[activator] | -2% | -6 | u | 3%
Cc1cc2cc3c(cc2nc1SCC(=O)N1CCN(C(=O)c2ccco2)CC1)OCO3 | -35% | i | -10% | -34% | -13% | u | 10 | 50µM* | -8%
CN(/N=C/c1ccncc1)c1cnc2ccccc2n1 | -25% | 0% | -3% | -3% | 40%[activator] | -1% | 2 | 52%[activator] | 2%
COC(=O)c1ccc(NC(=O)C2CCN(C(=O)c3ccc(F)cc3)CC2)cc1 | 1% | 6% | 7% | 0% | 29% | 1% | 0 | -1%[59 µM] | 9%
O=C(Nc1cccnc1)C1CCCN(S(=O)(=O)c2cccc3nsnc23)C1 (stereo unspecified) | -16% | -1% | -2% | -5% | 16% | -1% | 0 | -24% | 14%
COc1ccccc1NC(=O)CSc1nnc(-c2ccccc2C)o1 | 10% | x | 13% | 1% | 51%[activator] | u | 0 | -3%[59 µM] | -1%
O=C(NCC1CCCO1)c1cc(-c2ccc(F)cc2)no1 (stereo unspecified) | 6% | i | -17% | -12% | 14%[57 µM] | 1% | -7 | -2% | 3%
O=C(CN1CCC2(CC1)OCCO2)c1c[nH]c2ccccc12 | 1% | 4% | -9% | 5% | 39% | -3% | -4 | u | -1%

Printed as active in JMJD2A Tudor inh, of those listed so far:
SMILES | JMJD2A Tudor inh | Tb PGK inh | ERG-DNA inh | BAZ2B block | HP1b binding inh | Pin1 inh | PI4K2A inh | G9a block | GLS inh
CN(C)c1ccc(/C=C2/C=C(c3ccc4c(c3)CCCC4)OC2=O)cc1 | 2.5µM* | 5% | 1% | u | u | 19% | 1 | -17%[59 µM] | 7%

Exported with each value named: part of the list above.
Cc1cc2cc3c(cc2nc1SCC(=O)N1CCN(C(=O)c2ccco2)CC1)OCO3
  JMJD2A Tudor inh: -35%; Tb PGK inh: i; ERG-DNA inh: -10%; BAZ2B block: -34%; HP1b binding inh: -13%; Pin1 inh: u; PI4K2A inh: 10; G9a block: 50µM*; GLS inh: -8%
CN(/N=C/c1ccncc1)c1cnc2ccccc2n1
  JMJD2A Tudor inh: -25%; Tb PGK inh: 0%; ERG-DNA inh: -3%; BAZ2B block: -3%; HP1b binding inh: 40%[activator]; Pin1 inh: -1%; PI4K2A inh: 2; G9a block: 52%[activator]; GLS inh: 2%
COC(=O)c1ccc(NC(=O)C2CCN(C(=O)c3ccc(F)cc3)CC2)cc1
  JMJD2A Tudor inh: 1%; Tb PGK inh: 6%; ERG-DNA inh: 7%; BAZ2B block: 0%; HP1b binding inh: 29%; Pin1 inh: 1%; PI4K2A inh: 0; G9a block: -1%[59 µM]; GLS inh: 9%
O=C(Nc1cccnc1)C1CCCN(S(=O)(=O)c2cccc3nsnc23)C1 (stereo unspecified)
  JMJD2A Tudor inh: -16%; Tb PGK inh: -1%; ERG-DNA inh: -2%; BAZ2B block: -5%; HP1b binding inh: 16%; Pin1 inh: -1%; PI4K2A inh: 0; G9a block: -24%; GLS inh: 14%

Next part.
SMILES | JMJD2A Tudor inh | Tb PGK inh | ERG-DNA inh | BAZ2B block | HP1b binding inh | Pin1 inh | PI4K2A inh | G9a block | GLS inh
COc1ccc(CN(C)C(C)C(=O)N(C)CC(=O)Nc2ccc(C)cc2)cc1F (stereo unspecified) | 9% | 5% | 1% | 7% | 39%[activator] | 3% | 1 | -28%[12.7 µM] | 0%
COc1ccc2cc3c(N)c(C(=O)NCc4ccco4)sc3nc2c1 | -18% | -2% | u | -3% | 17% | u | -57* | u | -7%
COC(=O)c1ccc(CN2C(=O)c3ccccc3C2=O)cc1 | 6% | -6% | 2% | 5% | 45%[activator] | u | 2 | 19% | 1%
COc1ccccc1NC(=O)C(C)OC(=O)/C=C/c1ccc2ccccc2n1 (stereo unspecified) | -14% | i | -1% | 10% | 23% | -2% | -7 | -45% | -6%
Cc1ccc(NC(=O)CSc2ncccn2)cc1S(=O)(=O)N1CCOCC1 | -10% | -8% | 16% | x | 37% | 3% | 5 | x | 2%
Cc1cc(C)n2nc(C(=O)Nc3ccc4c(c3)CCC4)nc2n1 | -6% | i | 0% | -10% | 23% | -1% | 2 | -2% | -10%
COc1ccc(S(=O)(=O)N(CCc2ccccc2)CC(=O)NCc2ccccc2)cc1OC | -22% | 2% | -1% | -4% | 20% | 34%[activator] | 2 | -7%[59 µM] | -9%
COc1cccc(NCc2cc(=O)oc3cc(C)c(C(C)C)cc23)c1 | -32% | -6% | -1% | -29% | 2% | 0% | 2 | -5%[2.33 µM] | 8%
O=C(CCN1CCN(c2ccccc2)CC1)NNC(=S)Nc1ccccc1Cl | -19% | 0% | 7% | x | 9% | -9% | -4 | -43% | -14%
CCN(C(=O)Cn1nc(C)n2c(cc3cc(C)ccc32)c1=O)c1ccccc1 | -10% | 5% | 3% | -26% | 23% | u | -2 | 41%[activator] | -8%
Cc1cc(-n2c(C)nc3ccccc3c2=O)ccc1NC(=O)c1cccc([N+](=O)[O-])c1 | -9% | -8% | 1% | 3% | 29% | -2% | 6 | -3%[59 µM] | -16%
CC[N+]1(CC)CC2=Cc3c(ccc4ccccc34)C(C)C2C1 (stereo unspecified) | -11% | -9% | -4% | 3% | 26% | -12% | -1 | -12% | -18%
